PI4K2A block – inhibitors of human PI4K2A | Q9BTU6 | purified PI4K2A, ADP-Glo luminescence, 1 h; hits give low values | activity change, negative = inhibition, % at 76.9 µM | 0.13% of 420,000 active | AID 1346378; in the data active = activity change below about -50%; inconclusive = mostly about -30% to -49%;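 note: -100% = wells without enzyme as full effect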
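In this quantitative HTS, ADP production by PI4K2A was quantified luminescently after 1 h at ambient temperature; 100 microM adenosine served as plate-quality control.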
GLS inhibitor – inhibitors of human glutaminase (GLS); O94925; GLS enzymatic activity, qHTS titration; Potency, µM (highest dose often 45.5 µM), for the others: top-dose activity change, negative = inhibition, actives largely listed as inhibitors; 0.21% of 410,000 active; active = well fitted inhibition curve with a large enough effect; inconclusive = small, poorly fitted or top-dose-only effect, or another doubt; inactive = no such curve, though single readings can be large or run the other way; note: potency is the fitted concentration of half-maximal effect
Target sequence (O94925 whole entry, looked up): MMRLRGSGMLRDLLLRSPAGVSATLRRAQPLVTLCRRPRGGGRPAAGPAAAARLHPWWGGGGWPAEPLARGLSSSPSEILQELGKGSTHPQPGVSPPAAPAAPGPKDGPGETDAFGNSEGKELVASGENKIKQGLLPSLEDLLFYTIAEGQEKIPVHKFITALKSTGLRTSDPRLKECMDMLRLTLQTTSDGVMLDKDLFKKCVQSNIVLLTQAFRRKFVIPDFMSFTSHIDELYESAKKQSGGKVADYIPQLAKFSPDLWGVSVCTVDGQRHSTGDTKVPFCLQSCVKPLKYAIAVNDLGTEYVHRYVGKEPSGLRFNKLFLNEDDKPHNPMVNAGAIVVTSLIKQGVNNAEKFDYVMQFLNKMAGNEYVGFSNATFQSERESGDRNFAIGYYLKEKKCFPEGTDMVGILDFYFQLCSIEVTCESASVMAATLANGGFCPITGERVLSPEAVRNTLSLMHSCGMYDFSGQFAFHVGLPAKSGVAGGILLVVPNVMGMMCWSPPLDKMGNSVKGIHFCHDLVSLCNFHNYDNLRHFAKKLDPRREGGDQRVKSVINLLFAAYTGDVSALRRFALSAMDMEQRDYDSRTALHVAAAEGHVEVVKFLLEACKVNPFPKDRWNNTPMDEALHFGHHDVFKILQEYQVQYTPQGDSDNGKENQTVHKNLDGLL
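Human kidney-isoform GLS in 45 mM KH2PO4 pH 8.2, 0.02% Tween-20, with compound, started with 1mM L-Glutamine (added stock). Glutamate oxidase/HRP/Amplex red coupled fluorescence read at start and after 30 min at RT.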
The depositor's hits bear a star; ? = inconclusive; [ ] = another dose, or the depositor's remark. Unless noted, % is set by controls: 0 for no effect and ±100 for the full control effect. These rows are one share of the data. The share of hits here may be higher or lower than overall.

Each structure is followed by: GLS inhibitor | PI4K2A block
C=CCNc1ncnc2c1ncn2[C@H]1CN(Cc2ccccc2)C[C@@H](COC(C)=O)O1
 : 1.1% | -2.2
COc1ccccc1-c1csc(Nc2ccc(Oc3ccccc3)cc2)n1
 : -3.6% | 1.0
CCC(=O)N1Cc2cc(C(=O)NCC(F)(F)F)nc(-c3cccc(-c4cncnc4)c3)c2[C@H]1CCO
 : -12.1% | 1.9
COC(=O)[C@]12CCCCC=C1N(CCC1=CCCCC1)C(=O)[C@H](CC(=O)N1CCC(c3ccccc3)CC1)C2
 : 1.0% | -6.0
O=C(Nc1cccc(C(F)(F)F)c1)C1Cc2c(-c3ccccc3Oc3ccccc3)ccnc2O1 (centres undefined)
 : -2.0% | 4.7
CCCCn1c(O)c2n(c1=O)Cc1ccccc1N=C2c1ccc(C)cc1
 : -4.3% | -4.1
COc1cccc(-c2cc(NC=O)c3ncc(-c4cc(OC)c(OC)c(OC)c4)n3c2)c1
 : 0.4% | -3.5
CN(C)C(=O)c1cccc(-c2cnc3c(NC=O)cc(-c4ccc(C(=O)N5CCOCC5)cc4)cn23)c1
 : -0.5% | 4.4
CCc1nc2ccc(C(=O)NCc3cccs3)cn2c1N(CCC(C)C)CCN(C)C
 : 3.6% | 0.9
Cc1cccc(C)c1-n1nnnc1C1(C)CCC(=O)N1Cc1ccco1 (centres undefined)
 : 7.7% | -1.3
COC(=O)c1ccc2nc(-c3cccc(Cl)c3)c(Cc3ccccc3)n2c1
 : -16.7% | 0.8
COc1cc(NC(=O)N2CCc3nc(Nc4cc(Cl)cc(Cl)c4)ncc3C2)cc(OC)c1OC
 : 5.6% | -1.1
Cc1ccc2nc(-c3ccc(F)cc3)c(Cc3ccccc3C(F)(F)F)n2c1
 : 10.6% | -7.5
O=C1c2ccccc2C(c2nnnn2Cc2ccccc2)N1Cc1ccc2c(c1)OCO2 (centres undefined)
 : 3.4% | -1.4
COc1ccc(-c2cc(NC(C)=O)c3ncc(-c4ccc(F)cc4)n3c2)cc1OC
 : -7.3% | -2.9
O=C(Nc1cccc(F)c1)Nc1nnc([C@@H]2O[C@H](CO)[C@@H](O)[C@H]2O)s1
 : -11.5% | 1.9
Cn1nc(C(C)(C)C)cc1C(=O)N1CCCCC1c1cc(C(=O)Nc2cccc(C#N)c2)no1 (centres undefined)
 : 5.1% | -3.5
CCOC1=C2[C@@H](CN(S(=O)(=O)c3ccc(C)cc3)[C@H]2c2cccc3ccccc23)[C@H]2C(=O)N(CC)C(=O)[C@H]2C1
 : 3.0% | -3.0
CC1(C(=O)Nc2ccc(Cl)c(C(F)(F)F)c2)Cc2c(-c3ccc(C(N)=O)cc3)ccnc2O1 (centres undefined)
 : -15.8% | 6.5
CN(C)c1ccc(-c2cc(NC=O)c3ncc(-c4ccc(F)c(Cl)c4)n3c2)cc1
 : 21.7% | -7.0
COc1ccccc1CCC(=O)Nc1ccc2c(c1)c(=O)n(C)n2Cc1ccc(F)cc1
 : 4.8% | -1.1
COc1ccc(Cl)cc1-c1cc(C(=O)Nc2cc(OC)c(OC)c(OC)c2)[nH]n1
 : 3.7% | -1.9
Clc1cccc(Cc2c(-c3cccc(Cl)c3)nc3c4ccccc4ccn23)c1
 : 2.7% | -9.0
CC1(C(=O)NS(=O)(=O)c2cccs2)CCN1C(=O)Cc1ccc(-c2ccccc2)cc1 (centres undefined)
 : 19.6% | -6.1
OCCN(Cc1ccccn1)Cc1ccccn1
 : 6.0% | ?
CC1(C(=O)NS(=O)(=O)c2cccc(Cl)c2)CCN1C(=O)COc1ccc(Cl)cc1 (centres undefined)
 : 0.3% | 2.6
CCc1nc2c(OCc3ccc(C(F)(F)F)cc3)cccn2c1N(C)C(=O)c1ccco1
 : -6.1% | 2.1
Nc1ccn([C@@H]2O[C@H](C(=O)N3CCCN(Cc4cccs4)CC3)[C@@H](O)[C@H]2O)c(=O)n1
 : 2.9% | -1.8
FC(F)(F)Oc1ccccc1C(c1nnnn1Cc1ccccc1)N1CCN(C/C=C/c2ccccc2)CC1 (centres undefined)
 : 2.7% | -0.2
CCc1cnc(Nc2nc(C(N)Cc3ccc(Cl)cc3)cs2)nc1 (centres undefined)
 : 8.7% | -0.5
CCC(=O)N1CCC1(C)C(=O)Nc1ccc(OC(F)F)cc1 (centres undefined)
 : -11.9% | 0.3
CCCOc1ccc(F)cc1-c1cc(C(=O)NCc2ccc(F)cc2)[nH]n1
 : 3.4% | -0.4
Cc1cnc(C(=O)N(c2ccccc2)C(c2ccccc2)c2nc3ccccc3[nH]2)cn1 (centres undefined)
 : 0.5% | -4.5
COC(=O)[C@H](Cc1ccccc1)NC(=O)/C=C/[C@H]1O[C@@H](n2cc(C)c(=O)[nH]c2=O)C[C@@H]1O
 : -8.2% | 0.9
O=C(NCc1ccncc1)[C@@H]1CCCN1C(=O)[C@@H]1CCCN1
 : 11.8% | 2.2
NC(Cc1ccc(C(F)(F)F)cc1)c1csc(NC(=O)Nc2ccccc2)n1 (centres undefined)
 : 8.6% | -1.5
C[C@@H]1O[C@H](C2CCCC2)Cc2[nH]c(=S)[nH]c(=O)c21
 : -5.5% | 0.7
C=CCOc1ccc(Cl)cc1-c1noc(-c2csc([C@H]3C[C@H](O)[C@@H](CO)O3)n2)n1
 : 7.4% | -2.1
CCOC(=O)[C@]12CCCC=C1N(Cc1cccc3ccccc13)C(=O)[C@H](CC(=O)N1CCSCC1)C2
 : -0.6% | -0.7
Cc1cc(NC(=O)c2csc([C@@H]3O[C@H](CO)[C@H](O)[C@H](O)[C@H]3O)n2)n(C)n1
 : 19.1% | -2.8
OC[C@@H]1CN(Cc2ccc(-c3ccccc3)cc2)C[C@H](n2cnc3c(N4CCCC4)ncnc32)O1
 : 0.5% | -2.3
O=C(NCc1ccccc1)c1cc(C2CCCN(S(=O)(=O)c3cccs3)C2)on1 (centres undefined)
 : -0.7% | -1.4
CN1C[C@H]2c3ccccc3Oc3ccc(Cl)cc3[C@@H]2C1
 : 7.4% | -4.0
O=C(NCC1CCCCC1)c1ccc2nc([C@@H]3O[C@H](CO)[C@@H](O)[C@H]3O)[nH]c2c1
 : 3.7% | -4.2
COc1cccc(-c2cnc(C(O)c3cc(C)ccc3C)[nH]2)c1 (centres undefined)
 : 0.1% | 0.0
O=C(Nc1ccc([N+](=O)[O-])cc1)OC1CCS(=O)(=O)C1 (centres undefined)
 : -21.4% | 1.3
COc1cccc(-c2nc(Cl)nc3cc(Cl)ccc23)c1
 : 7.6% | 6.1
COc1cccc(NC(=O)Nc2nnc(COCCO)s2)c1
 : -2.1% | ?
CCC(c1nnnn1-c1c(C)cccc1C)N1CCN(C/C=C/c2ccccc2)CC1 (centres undefined)
 : 0.4% | 0.0
Cc1cc2nc(C(C)(C)C)c(CC3CCCCC3)n2c(C)c1Br
 : 0.3% | -1.7
O=C(NCc1ccc(F)c(F)c1)c1cccc2c(-c3cccnc3)coc12
 : 11.3% | -3.4
Cc1ccc2nc(-c3ccccc3)c(Cc3cccc(F)c3)n2c1
 : 9.3% | 0.1
Cn1c(=O)c2cc(NC(=O)Cc3ccccc3F)ccc2n1Cc1ccc(Cl)cc1
 : 0.9% | 4.3
CCc1nc2c(OCc3ccc(C(F)(F)F)cc3)cccn2c1N(C)C(=O)CC(C)C
 : 0.1% | -7.0
CCCc1ccc(C(O)c2ncc(-c3ccccc3C)[nH]2)cc1 (centres undefined)
 : 6.2% | -1.3
CCOC(=O)C1CCCN(C(=O)c2ccc(OC)cc2OC)CC1 (centres undefined)
 : -0.2% | -1.5
CC1(c2nnnn2-c2ccc3c(c2)OCCO3)CCC(=O)N1Cc1cccnc1 (centres undefined)
 : -17.6% | 2.6
COC(=O)[C@@]1(Sc2ccc(C)cc2)CC(=O)N(C(=O)CCc2ccccc2)[C@@H]1c1ccccc1
 : -6.4% | 1.5
Cc1cc(C)n2c(Nc3c(C)cccc3C)c(-c3ccccn3)nc2n1
 : 29.7% | 0.4
CCC(=O)N1CCC1(C)C(=O)Nc1cccc(Oc2ccccc2)c1 (centres undefined)
 : -0.4% | 1.8

(listing goes on)
Each structure is followed by: GLS inhibitor | PI4K2A block
COc1ccc(CNC(=O)c2sc(=O)n(Cc3cc(C(C)=O)ccc3OC)c2C)cc1
 : 0.9% | 6.8
O=C(NC1CCCCC1)C1c2ccccc2OCC(=O)N1CCc1c[nH]c2ccccc12 (centres undefined)
 : 15.0% | -1.3
OC[C@@H]1CN(Cc2cccc(C(F)(F)F)c2)C[C@H](n2cnc3c(NCc4ccncc4)ncnc32)O1
 : 5.4% | -5.7
Cc1ccc(F)cc1-c1cc2nc(NCCCN(C)C)n(C)c(=O)c2s1
 : 11.6% | -2.7
CC(O)(c1ccccc1)c1nc(-c2csc3ccccc23)cs1 (centres undefined)
 : 6.9% | -3.8
CCc1nc2c(OCc3ccc(F)c(F)c3)cccn2c1N(C)C(=O)c1ccc(C)cc1
 : -1.4% | -4.5
CCCCC(=O)N(C)c1c(CC)nc2c(OCc3ccc(C(F)(F)F)cc3)cccn12
 : 0.3% | -2.5
CCc1nc2c(OCc3cccc(OC)c3)cccn2c1N(C)C(=O)C(C)C
 : -3.7% | -2.7
Cc1oc(-c2cccs2)cc1C(=O)N1CCC(C)(C(=O)NS(=O)(=O)C2CC2)C1 (centres undefined)
 : 4.6% | -5.1
OC(c1cccnc1)c1nc(-c2cccc(F)c2)cs1 (centres undefined)
 : 8.1% | -2.3
NC(Cc1ccc(Cl)cc1)c1csc(Nc2nccc(C(F)(F)F)n2)n1 (centres undefined)
 : -7.6% | 2.8
Cc1ccc(CNc2nc(NCc3ccccc3)nc3ccsc23)c(C)c1
 : 4.4% | -13.7
Cc1cc(C)n2c(NC3CCCCC3)c(-c3ccccn3)nc2n1
 : 15.8% | -3.8
COc1ccc(-c2cnc3c(NC(C)=O)cc(-c4ccccc4CN(C)C)cn23)cc1OC
 : 35.7%[activator] | -5.2
OC[C@@H]1CN(Cc2ccccc2)C[C@H](n2cnc3c(N4CCCC4)ncnc32)O1
 : 1.7% | -2.2
O=c1cc(O)cc2n1CCC2
 : -20.9% | 2.3
c1cc(-c2cc3nc(NCC4CC4)ccn3n2)ccc1OCCN1CCOCC1
 : 6.6% | 2.9
Cc1cc(Cl)ccc1C(O)c1ncc(-c2cccc3ccccc23)[nH]1 (centres undefined)
 : 3.3% | 0.5
CC1(C(=O)NS(=O)(=O)c2ccc(Br)cc2)CCN1C(=O)Cc1cccs1 (centres undefined)
 : 7.8% | 3.5
Cn1c(NCc2cccnc2)nc2cc(-c3ccc(C(=O)N4CCOCC4)cc3)sc2c1=O
 : 7.5% | -15.3
NC(CCc1ccccc1)c1csc(Nc2ccc(C(=O)c3ccccc3)cc2)n1 (centres undefined)
 : 8.8% | 0.2
O=C(NCc1cccnc1)c1cc(C2CCCCN2C(=O)c2ccc3c(c2)CCO3)on1 (centres undefined)
 : 2.9% | 1.7
Cc1cc(C)c2c(CN3CCCC3)cc(=O)oc2c1
 : 39.9%[activator] | -0.5
C[C@@H](NC(=O)[C@@H]1CCCN1C(=O)[C@@H]1CCCN1C(=O)c1ccc(Cl)cc1)c1ccccc1
 : -1.4% | -1.4
CNc1cncc(-c2cnn(CC(C)C)c2)n1
 : 4.3% | -2.0
CCOC(=O)N(C)c1c(CC)nc2c(OCc3ccccc3OC)cccn12
 : -12.4% | -2.3
CCc1nc2ccc(C(=O)NCCOc3ccc(OC)cc3)cn2c1N(CC)Cc1cccc(Br)c1
 : -0.4% | 0.3

An excerpt of these results, with tabs.
smiles	GLS inhibitor	PI4K2A block
CCc1nc2c(OCc3ccc(F)c(F)c3)cccn2c1N(C)C(=O)c1ccc(C)cc1	-1.4%	-4.5
CCCCC(=O)N(C)c1c(CC)nc2c(OCc3ccc(C(F)(F)F)cc3)cccn12	0.3%	-2.5

Entries above containing a thiophene ring, fused or not:
Each structure is followed by: GLS inhibitor | PI4K2A block
CCc1nc2ccc(C(=O)NCc3cccs3)cn2c1N(CCC(C)C)CCN(C)C
 : 3.6% | 0.9
CC1(C(=O)NS(=O)(=O)c2cccs2)CCN1C(=O)Cc1ccc(-c2ccccc2)cc1 (centres undefined)
 : 19.6% | -6.1
Nc1ccn([C@@H]2O[C@H](C(=O)N3CCCN(Cc4cccs4)CC3)[C@@H](O)[C@H]2O)c(=O)n1
 : 2.9% | -1.8
O=C(NCc1ccccc1)c1cc(C2CCCN(S(=O)(=O)c3cccs3)C2)on1 (centres undefined)
 : -0.7% | -1.4
Cc1ccc(F)cc1-c1cc2nc(NCCCN(C)C)n(C)c(=O)c2s1
 : 11.6% | -2.7
CC(O)(c1ccccc1)c1nc(-c2csc3ccccc23)cs1 (centres undefined)
 : 6.9% | -3.8
Cc1oc(-c2cccs2)cc1C(=O)N1CCC(C)(C(=O)NS(=O)(=O)C2CC2)C1 (centres undefined)
 : 4.6% | -5.1
Cc1ccc(CNc2nc(NCc3ccccc3)nc3ccsc23)c(C)c1
 : 4.4% | -13.7
CC1(C(=O)NS(=O)(=O)c2ccc(Br)cc2)CCN1C(=O)Cc1cccs1 (centres undefined)
 : 7.8% | 3.5
Cn1c(NCc2cccnc2)nc2cc(-c3ccc(C(=O)N4CCOCC4)cc3)sc2c1=O
 : 7.5% | -15.3

Screening results: PubChem, National Center for Advancing Translational Sciences (NCATS)
